EWS-Fli inh = EWS/Fli-driven NR0B1 reporter inhibitors, primary screen, A673 cells, NR0B1 luciferase, luminescence, MLPCN library. viability-normalised. inhibition, % at 12.6 µM. hit rate 0.67% among 350,000. AID 651661, 2012;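 active = mean inhibition of at least 50% after viability correction, with every replicate also passing that limit; inconclusive = mean reaches 50% but only one of two replicates passes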;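 also: firefly luciferase signal divided by Alamar Blue viability fluorescence both relative to DMSO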
Casp6 inh = human caspase-6 inhibitors, primary screen, biochemical, VEID-R110 fluorescence, single point, set 2; purified caspase-6, Z-VEID-R110 cleavage fluorescence; AID 686996, 2013; inhibition, % at 12.5 µM; P55212; hit rate 0.53% among 350,000;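 active = mean inhibition across replicates at least about 35%, with every replicate also reaching that limit, limit read from the data; inconclusive = only one of the two criteria met; inactive = neither criterion met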;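 also: 0% = median of neutral control wells and 100% = no fluorescence left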
Target sequence (P55212 24-179 limits assumed): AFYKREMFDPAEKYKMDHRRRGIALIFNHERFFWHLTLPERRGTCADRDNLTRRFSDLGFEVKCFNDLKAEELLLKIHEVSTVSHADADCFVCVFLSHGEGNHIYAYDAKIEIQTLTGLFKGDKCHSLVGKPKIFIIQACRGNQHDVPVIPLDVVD
Target sequence (P55212 194-293 limits assumed): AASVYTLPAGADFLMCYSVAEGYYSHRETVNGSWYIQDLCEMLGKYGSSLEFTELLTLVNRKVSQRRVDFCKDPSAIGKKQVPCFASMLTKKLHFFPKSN
Cneo AK release = Cryptococcus neoformans cell lysis inducers, primary screen, AK release luminescence, single concentration; hit rate 0.2% among 360,000; lysis activity, % at 15 µM; AID 651654, 2012; C. neoformans lysis, adenylate kinase release luminescence, 4 h; normalised: neutral wells 0, clomiphene wells 100;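 active = mean lysis activity across replicates of at least 80%, whatever share of replicates individually reach that level; inactive = mean lysis activity below 80%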
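Material – Cryptococcus neoformans yeast cells · Quantity – 5 × 10^6 yeast cells/mL · Buffer or medium – YPD medium · Compound – single dose · Timing – 4 h static compound exposure, 37 °C, read 1 h post-reagent · Signal – adenylate kinase release luminescence · Read-out basis – lysis from increased AK signal · Benchmarks – Clomiphene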
LGR2 antag = inhibitors of bursicon-induced LGR2 CRE-luciferase signal, primary screen, cell-based, HEK293, CRE-luciferase reporter, bursicon stimulation | Drosophila bursicon receptor LGR2 (rickets) | bursicon-stimulated, 4 h | inhibition, % at 9.99 µM | hit rate 0.35% among 380,000;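 active = drop in luminescence signal, shown as inhibition above about 50% in the replicate tests, limit read from the data, passing the limit was not always enough; inconclusive = probably only some replicates passing the limit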;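 also: agonist challenge used bursicon conditioned medium at about half maximal strength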
PAX8 reporter = inhibitors of PAX8-driven TPO luciferase reporter, primary screen, RMG-I cells, single concentration. inhibition, % at 12.6 µM. SteadyGlo, 24 h. hit rate 1.2% among 360,000. AID 652154, 2013;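 active = mean replicate inhibition at least 60% with every replicate also reaching 60%; inconclusive = only one of the two criteria is met; inactive = mean below 60% and not all replicates reaching 60%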;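 also: luciferase light reporting Pax8 driven TPO promoter activity; plate controls were median of neutral control wells for no effect and mitoxantrone controls for full effect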
FN deposit inh = inhibitors of fibronectin matrix deposition, primary screen, AH1F cells, Alexa488-fibronectin fluorescence, plate reader | AH1F fibroblasts, overnight | inhibition, % at 12.6 µM | hit rate 0.086% among 350,000 | AID 743247, 2014;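 active = mean inhibition across replicates of 30% or more, regardless of how many single replicates reach that level; inconclusive = mean under 30% yet at least half of replicates reach 30%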;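 also: positive control wells lacked labelled fibronectin entirely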
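Material: AH1F fibroblast monolayer depositing Alexa488-labelled fibronectin into matrix | Input: 10000 AH1F cells/well | Medium: DMEM plus 2% serum, read in PBS | Reagent: Alexa488-fibronectin, 24 nM final in well | Compound dosing: One dose per compound, pinned | Schedule: 1 h adhesion, overnight exposure | Measured by: Fluorescence at 485 nm excitation, 525 nm emission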
PGC1a acetyl inh = inhibitors of PGC1a acetylation signal, primary screen, cell-based, U2OS, AlphaScreen, inhibitor mode; AlphaScreen anti-acetyl-lysine; with virally co-expressed GCN5 acetyltransferase; inhibition, % at 15.6 µM; hit rate 0.17% among 350,000;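 active = every replicate shows inhibition of at least 40%; inconclusive = mean inhibition at least 40% but some replicate below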;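 also: 0% = neutral control wells and 100% = positive control wells; some results beyond the cut were filed as inactive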
miR-122 sensor = miR-122 Renilla sensor signal increase in Huh7, primary screen, miR-122 inhibitor project, cell-based, single point, plate reader. Huh7 miR-122 Renilla luciferase sensor, 48 h; neutral wells = 0, positive control = 100. activation (reporter increase), % at 12.5 µM. hit rate 0.3% among 340,000. AID 602342, 2012;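 active = mean replicate activation score at least 90 and every replicate individually at or above 90; inconclusive = only one of the two criteria met; inactive = neither criterion met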;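 also: higher luciferase means less miR-122 activity so hits act as miR-122 inhibitors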
Active calls of the source: *; ? = inconclusive; · = not tested or not shown; [ ] = another dose, or the depositor's remark.

(1) COc1ccc(C(C)=O)cc1CN(c1ccccc1OC)S(=O)(=O)c1cccs1
(2) Cc1cc(NC(=O)CSCC(=O)OCC(=O)c2cccc(Br)c2)no1
(3) CCSc1nc(C)nc2sc(C)c(C)c12
(4) CN1C(=O)NC(c2ccccc2)(C(F)(F)F)S/C1=C(/C#N)c1nnc(N2CCOCC2)n1-c1ccccc1 (centres undefined)
(5) O=C(CSc1nc2ccccc2n1CC(=O)N1CCCCC1)N1CCCCC1
(6) CCOC(=O)Cc1csc(/N=C/c2c(O)n(-c3ccc(C)cc3C)c(=O)c3ccccc23)n1

screen / no. | 1 | 2 | 3 | 4 | 5 | 6
EWS-Fli inh | -2 | 13 | 0 | 11 | -2 | 14
Casp6 inh | -1 | 3 | -5 | 3 | 6 | 12
Cneo AK release | 0 | 3 | · | · | 4 | 1
LGR2 antag | -18 | 5 | 8 | 9 | 2 | ·
PAX8 reporter | 7 | 4 | 5 | -6 | 3 | -6
FN deposit inh | 2 | -10 | -24 | 5 | 8 | 6
PGC1a acetyl inh | · | -7 | 2 | 3 | -4 | ·
miR-122 sensor | 10 | -4 | · | · | -8 | 21

(7) COc1cc(CCC(=O)Nc2cc(C)cc(C)c2)cc(OC)c1OC
(8) COC(=O)C1(C(=O)OC)CCCCN(S(=O)(=O)c2ccc(C)cc2)CCC1
(9) COC(=O)CCC(=O)Nc1ccc(S(=O)(=O)Nc2cc(OC)nc(OC)n2)cc1
(10) S=C1Nc2ccccc2CS1
(11) COc1ccc(S(=O)(=O)N(C)c2ccc(C(=O)NCc3ccncc3)cc2)cc1
(12) CCOC(=O)c1c(C)[nH]c(C)c1C(=O)CSc1nc2ccccc2n1CC

screen / no. | 7 | 8 | 9 | 10 | 11 | 12
EWS-Fli inh | -10 | -5 | 1 | 1 | 17 | -29
Casp6 inh | 0 | -3 | -3 | · | -10 | 1
Cneo AK release | · | · | -1 | 1 | 8 | ·
LGR2 antag | · | 16 | 9 | -5 | -10 | 8
PAX8 reporter | 1 | -3 | -3 | 31 | 20 | 2
FN deposit inh | 7 | 0 | -2 | 2 | -2 | 0
PGC1a acetyl inh | ? | · | 3 | · | -43 | ·
miR-122 sensor | · | · | -14 | · | 4 | ·

Complete entries, looked up by structure. Values in the order: EWS-Fli inh | Casp6 inh | Cneo AK release | LGR2 antag | PAX8 reporter | FN deposit inh | PGC1a acetyl inh | miR-122 sensor
Listed for CCOC(=O)Cc1csc(/N=C/c2c(O)n(-c3ccc(C)cc3C)c(=O)c3ccccc23)n1 → 14 | 12 | 1 | · | -6 | 6 | · | 21
Listed for COc1ccc(C(C)=O)cc1CN(c1ccccc1OC)S(=O)(=O)c1cccs1 → -2 | -1 | 0 | -18 | 7 | 2 | · | 10

Ordered by heavy-atom count (smallest number first): 8 of the compounds above
(10) S=C1Nc2ccccc2CS1
(3) CCSc1nc(C)nc2sc(C)c(C)c12
(7) COc1cc(CCC(=O)Nc2cc(C)cc(C)c2)cc(OC)c1OC
(12) CCOC(=O)c1c(C)[nH]c(C)c1C(=O)CSc1nc2ccccc2n1CC
(5) O=C(CSc1nc2ccccc2n1CC(=O)N1CCCCC1)N1CCCCC1
(9) COC(=O)CCC(=O)Nc1ccc(S(=O)(=O)Nc2cc(OC)nc(OC)n2)cc1
(6) CCOC(=O)Cc1csc(/N=C/c2c(O)n(-c3ccc(C)cc3C)c(=O)c3ccccc23)n1
(4) CN1C(=O)NC(c2ccccc2)(C(F)(F)F)S/C1=C(/C#N)c1nnc(N2CCOCC2)n1-c1ccccc1 (centres undefined)

screen / no. | 10 | 3 | 7 | 12 | 5 | 9 | 6 | 4
EWS-Fli inh | 1 | 0 | -10 | -29 | -2 | 1 | 14 | 11
Casp6 inh | · | -5 | 0 | 1 | 6 | -3 | 12 | 3
Cneo AK release | 1 | · | · | · | 4 | -1 | 1 | ·
LGR2 antag | -5 | 8 | · | 8 | 2 | 9 | · | 9
PAX8 reporter | 31 | 5 | 1 | 2 | 3 | -3 | -6 | -6
FN deposit inh | 2 | -24 | 7 | 0 | 8 | -2 | 6 | 5
PGC1a acetyl inh | · | 2 | ? | · | -4 | 3 | · | 3
miR-122 sensor | · | · | · | · | -8 | -14 | 21 | ·

Continued.
(13) C[C@H]1CN([C@@H](C)CO)C(=O)c2cccc(NC(=O)C3CCCCC3)c2O[C@H]1CN(C)S(=O)(=O)c1cn(C)cn1
(14) COC(=O)CC1COc2ccccc2N1S(=O)(=O)c1ccc(OC)cc1 (centres undefined)
(15) CC/C(=C(/c1ccccc1)c1ccc(OCC[N+](C)(C)C)cc1)c1ccccc1
(16) Cc1noc(C)c1NC(=O)Nc1ccc2c(c1)C(=O)N([C@H](C)CO)C[C@@H](C)[C@H](CN(C)C(=O)NC1CCCCC1)O2
(17) CN1CCN(C(=O)/C=C/c2cn(-c3ccccc3)nc2-c2ccc3c(c2)OCCO3)CC1
(18) O=C(Nc1cccc(F)c1)N1C[C@@H]2[C@H](c3ccccc31)[C@H](CO)N2C(=O)Cc1ccccn1

screen / no. | 13 | 14 | 15 | 16 | 17 | 18
EWS-Fli inh | -3 | 48 | 1 | -6 | 0 | -10
Casp6 inh | · | 1 | -124 | 1 | -10 | 4
Cneo AK release | · | 0 | · | 51 | -1 | 18
LGR2 antag | 14 | 24 | -10 | -7 | 4 | -7
PAX8 reporter | 7 | 24 | 30 | · | 7 | -21
FN deposit inh | · | 3 | -10 | · | 2 | 4
PGC1a acetyl inh | -7 | -6 | · | 0 | -17 | -6
miR-122 sensor | 0[16.7 µM] | 30 | -3 | 3[16.7 µM] | 4 | 21[16.7 µM]

(19) CSCCC(NC(=O)c1ccc(Cl)cc1Cl)C(=O)N1CC(C)OC(C)C1 (centres undefined)
(20) O=C(CCC(=O)N1CCN(c2ccccc2F)CC1)c1ccc(F)cc1
(21) N#CCC(=O)Nc1ccc(C(=O)OCC(=O)N2CCN(C(=O)c3ccco3)CC2)cc1
(22) O=C(O)CCC(=O)N1c2ccccc2NC2=C(C(=O)CC(c3ccc(F)cc3)C2)C1c1ccc([N+](=O)[O-])o1 (centres undefined)
(23) COc1cc(NC(=O)COc2c(C)cc(C)cc2[N+](=O)[O-])c(OC)cc1Cl
(24) COc1ccc(C)cc1NC(=O)c1nnn(Cc2cc(C)ccc2C)c1N

screen / no. | 19 | 20 | 21 | 22 | 23 | 24
EWS-Fli inh | 4 | -9 | -14 | 2 | -5 | -30
Casp6 inh | -5 | 0 | 0 | 7 | 2 | -1
Cneo AK release | 0 | -3 | -1 | -1 | · | 4
LGR2 antag | -2 | -6 | 9 | 14 | 6 | 1
PAX8 reporter | 7 | -12 | -6 | -4 | -23 | 1
FN deposit inh | · | -1 | -1 | -3 | -12 | -3
PGC1a acetyl inh | -4 | -9 | -2 | -9 | · | -18
miR-122 sensor | -2 | -6 | -10 | 10 | · | 2

(25) CSc1n[nH]c(NCc2cccs2)n1
(26) O=C(N/N=C/c1cccc(Cl)c1)c1c(O)c2c([nH]c1=O)CCCC2
(27) CSc1ccc(CNC(=O)CCn2ccc3cc(S(=O)(=O)N4CCCC4)ccc32)cc1
(28) O=C(Nc1cccc(F)c1)N1CC(=O)N2[C@H](C1)[C@@H](c1ccc(-c3ccccc3)cc1)[C@@H]2CO
(29) COc1ccc(S(=O)(=O)N(C)C[C@@H]2Oc3ccc(NC(=O)CCN4CCOCC4)cc3CC(=O)N([C@H](C)CO)C[C@@H]2C)cc1
(30) O=C(Nc1ccccc1Cl)c1cc(C2CCCCN2C(=O)OCCF)on1 (centres undefined)

screen / no. | 25 | 26 | 27 | 28 | 29 | 30
EWS-Fli inh | 0 | -21 | · | 2 | 0 | 0
Casp6 inh | -2 | -2 | -1 | · | -1 | 1
Cneo AK release | -1 | · | 1 | · | 3 | 0
LGR2 antag | -18 | -92 | -6 | 17 | -2 | 9
PAX8 reporter | · | -52 | 4 | 27 | -5 | 7
FN deposit inh | · | 1 | 4 | · | -4 | -4
PGC1a acetyl inh | 6 | -3 | 20 | 10 | 7 | 2
miR-122 sensor | -10 | -2 | 3 | · | 2[16.7 µM] | 0

(31) O=C(Cc1cccnc1)N1CC(=O)N2[C@H](CO)[C@H](c3ccc(C#CC4CCCCC4)cc3)[C@@H]2C1
(32) Cc1ccc(S(=O)(=O)N(C)C[C@H]2Oc3ccc(NS(=O)(=O)c4ccc(F)cc4)cc3CC(=O)N([C@@H](C)CO)C[C@@H]2C)cc1
(33) CC(C)CCNC(=O)c1ccc(Cn2c(=S)[nH]c3ccccc3c2=O)cc1
(34) COC(=O)[C@]12CCCCC=C1N(Cc1ccc3c(c1)OCO3)C(=O)[C@H](CC(=O)NCC1CCCCC1)C2
(35) COCC(=O)Nc1ccc2c(c1)[C@@H]1C[C@@H](CC(=O)N3CCOCC3)O[C@@H](CO)[C@@H]1O2
(36) O=C(Nc1ccc(Br)cn1)c1cccc(C(=O)Nc2ccc(Br)cn2)c1
(37) COc1ccc(C)cc1S(=O)(=O)Nc1ccc2c(c1)N(C(C)=O)CCC2
(38) CC=Cc1ccc2n(c1=O)C[C@@H]1[C@@H](CO)[C@H](C(=O)NCC3CC3)[C@H]2N1Cc1ccccc1 (mixture of isomers)

screen / no. | 31 | 32 | 33 | 34 | 35 | 36 | 37 | 38
EWS-Fli inh | 2 | 1 | 10 | -4 | 0 | 1 | 8 | 7
Casp6 inh | · | -1 | 4 | 2 | -2 | · | 1 | -3
Cneo AK release | · | -1 | 0 | · | -6 | 1 | 0 | -1
LGR2 antag | 19 | -3 | -3 | -16 | -5 | -21 | 6 | 8
PAX8 reporter | 4 | -5 | 1 | 5 | -18 | 7 | -6 | 7
FN deposit inh | 13 | · | -7 | 0 | -9 | -9 | 3 | ·
PGC1a acetyl inh | -9 | -14 | 1 | · | 0 | -7 | · | ·
miR-122 sensor | · | 1[16.7 µM] | 6 | · | 0[16.7 µM] | · | 73 | 9[16.7 µM]

Source: PubChem (Broad Institute)
